ASAP1 inh: blocks human ASAP1-stimulated Arf1 GTP hydrolysis | Q9ULH1 | inhibition, % at 16.5 µM | GDP FP detection | 360,000 tested, 0.19% active; in the data active = inhibition above about 25%;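 note: 0% = vehicle with enzyme and substrate and 100% = no enzyme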
UHRF1 binding: human UHRF1 methylated DNA binding inhibitors. Q96T88. UHRF1 binding to methylated oligo, TR-FRET. inhibition, % at 4.4 µM. 370,000 tested, 0.75% active. AID 687016; in the data active = inhibition above about 21%;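 note: UHRF1 SRA domain binding a hemimethylated CpG hairpin DNA probe; 0% = median of test compound wells and 100% = reference inhibitor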
PLCb3 inh: inhibitors of human phospholipase C beta3. AID 720704. Purified PLC-beta3, fluorogenic substrate, fluorescence. Q01970. inhibition, % at 12.2 µM. 370,000 tested, 0.18% active; in the data active = inhibition above about 11%;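 note: 0% = median of compound wells on plate and 100% = full blocker control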
PLCg1 inh: inhibitors of human phospholipase C gamma1 | P19174 | purified PLC-gamma1, fluorogenic substrate, fluorescence | inhibition, % at 12.2 µM | 370,000 tested, 0.84% active; in the data active = inhibition above about 9.5%
ARFGAP1 inh: rat ARFGAP1 inhibition | Q62848 | Arfgap1-stimulated ARF1 GTP hydrolysis, GDP FP detection | inhibition, % at 16.5 µM | 360,000 tested, 0.26% active | AID 651572;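 active = inhibition above a per-plate limit, mean inhibition of low control wells plus 3 SD, cut at about 25% in these data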;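 note: 0% = DMSO wells with enzyme and 100% = wells lacking Arfgap1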
Target sequence (Q62848 1-136 limits assumed): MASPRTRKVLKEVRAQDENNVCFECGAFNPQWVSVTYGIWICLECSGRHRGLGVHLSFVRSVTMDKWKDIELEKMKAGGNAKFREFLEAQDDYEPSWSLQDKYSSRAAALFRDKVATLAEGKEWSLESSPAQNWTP
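material = rat Arfgap1 catalytic domain, aa 1-136 | also added = human ARF1(Δ1-17)-GTP substrate | compound dosing = one concentration, 16.5 µM, DMSO 1.26% | times = GTP hydrolysis reaction 2 h at 25 °C | measured by = FP, GDP Alexa 633 tracer displaced from anti-GDP antibody, 620/688 nm | evaluation = percent inhibition of Arfgap1-stimulated GTP hydrolysis | replication = single well per compound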
proKLK7 act: activates the human kallikrein-7 zymogen | purified proKLK7, EDANS-DABCYL substrate fluorescence; 100% is mature enzyme control, 0% vehicle | AID 652039 | 370,000 tested, 0.9% active | activation, % at 7 µM;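 active = activation above the mean of all tested compounds plus 3 SD, computed per campaign excluding outliers beyond control limits, cut at about 13% in these data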
Target sequence (P49862 whole entry, looked up): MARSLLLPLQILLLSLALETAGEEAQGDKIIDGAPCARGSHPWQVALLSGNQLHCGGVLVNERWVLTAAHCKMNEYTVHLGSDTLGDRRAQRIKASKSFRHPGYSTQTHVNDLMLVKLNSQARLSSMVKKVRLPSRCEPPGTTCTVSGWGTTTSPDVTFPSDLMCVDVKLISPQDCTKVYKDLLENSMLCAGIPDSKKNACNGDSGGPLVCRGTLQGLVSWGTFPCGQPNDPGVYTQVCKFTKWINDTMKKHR
Tn7 DDE FP: disrupts Tn7 cyclic peptide binding to fibrin D-Dimer-E complex | P02675 | FP displacement of FITC-Tn7 peptide from fibrin DD(E); 0% = median of compound wells per plate | inhibition, % at 8.3 µM | 370,000 tested, 0.13% active | AID 720508;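 active = inhibition above the mean of compounds falling within the control limits plus 3 SD of them, cut at about 14% in these data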;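 note: 0% = plate median of compound wells and 100% = 10 µM Aha-Tn7 peptide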
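Assay system: Fibrin-DD(E) protein isolated from polymerized human fibrin clots; read-out basis: percent inhibition; medium: Tris/NaCl/CaCl2 buffer, pH 7.8; signal: FP measurement; incubation: 10 min plus 3 h, room temperature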
MBD2 DNA inh: MBD2-methylated oligo binding inhibition. AID 686964. 370,000 tested, 0.31% active. inhibition, % at 4.4 µM. TR-FRET, MBD2 binding to methylated oligonucleotide; in the data active = inhibition above about 13%
Target sequence (Q9UBB5 whole entry, looked up): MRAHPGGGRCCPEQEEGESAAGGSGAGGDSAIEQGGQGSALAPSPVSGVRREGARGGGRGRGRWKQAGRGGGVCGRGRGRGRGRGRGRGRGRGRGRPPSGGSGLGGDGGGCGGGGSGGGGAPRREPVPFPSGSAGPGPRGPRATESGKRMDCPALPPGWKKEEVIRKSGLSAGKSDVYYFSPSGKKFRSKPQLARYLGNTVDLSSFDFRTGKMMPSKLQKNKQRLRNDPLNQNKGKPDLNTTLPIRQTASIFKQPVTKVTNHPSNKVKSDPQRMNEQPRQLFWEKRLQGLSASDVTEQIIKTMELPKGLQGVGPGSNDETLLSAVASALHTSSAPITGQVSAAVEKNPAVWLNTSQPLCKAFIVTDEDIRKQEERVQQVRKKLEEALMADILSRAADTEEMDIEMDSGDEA
DDE Tn6 FP inh: inhibitors of Tn6 peptide binding to human fibrin DD(E). Fibrin DD(E) TRITC-Tn6 fluorescence polarization displacement. 370,000 tested, 0.21% active. inhibition, % at 8.3 µM. P02675;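 active = inhibition above a per-campaign cutoff: mean of compounds within control limits plus 3 SD, cut at about 15% in these data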;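 note: 0% = median of all compound wells on the plate and 100% = blocking peptide control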
ADAM17 inh: inhibitors of human ADAM17; P78536; recombinant ADAM17, EDANS/DABCYL FRET peptide cleavage; inhibition, % at 6.95 µM; 370,000 tested, 0.83% active; AID 720648;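 active = inhibition above the mean of compounds lying between control limits plus 3 SD, set per campaign, cut at about 8.5% in these data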;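 note: 0% = DMSO-only wells as the low control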
* marks the source's active call; other numbers are inactive results.

How did C=C(C)CNC(=S)N/N=C(\C)c1ccc(Cl)s1 do in these assays?
ASAP1 inh: 12; UHRF1 binding: -2; PLCb3 inh: 0; PLCg1 inh: 0; ARFGAP1 inh: 9; proKLK7 act: -0.5; Tn7 DDE FP: 3; MBD2 DNA inh: 3; DDE Tn6 FP inh: -3; ADAM17 inh: 1

Results for Nc1c(Br)c(=O)[nH]c(=O)n1-c1ccccc1 ?
ASAP1 inh: 3; UHRF1 binding: 0; PLCb3 inh: -2; PLCg1 inh: -2; ARFGAP1 inh: -7; proKLK7 act: -0.5; Tn7 DDE FP: -2; MBD2 DNA inh: 3; DDE Tn6 FP inh: 3; ADAM17 inh: -5

What do the screens show for `Cc1ccc(Sc2ccc(N)cc2C#N)cc1`?
ASAP1 inh: -3; UHRF1 binding: -5; PLCb3 inh: -53; PLCg1 inh: -42; ARFGAP1 inh: -1; proKLK7 act: 0.1; Tn7 DDE FP: 11; MBD2 DNA inh: -5; DDE Tn6 FP inh: 3; ADAM17 inh: -19

Results for Cc1cccc(NC(=O)c2ccc3nc(N4CCOCC4)sc3c2)c1C ?
ASAP1 inh: 5; UHRF1 binding: -2; PLCb3 inh: -4; PLCg1 inh: 0; ARFGAP1 inh: -1; proKLK7 act: -0.2; Tn7 DDE FP: 5; MBD2 DNA inh: 4; DDE Tn6 FP inh: -8; ADAM17 inh: -1

How did Cc1nc2oc3ccccc3c(=O)c2c(=O)n1Cc1ccccc1 do in these assays?
ASAP1 inh: 0; UHRF1 binding: 5; PLCb3 inh: 1; PLCg1 inh: 0; ARFGAP1 inh: 9; proKLK7 act: 0.4; Tn7 DDE FP: 5; MBD2 DNA inh: 2; DDE Tn6 FP inh: 5; ADAM17 inh: -6

How did CCOC(=O)C1=C(COC(=O)COc2ccccc2OCC)NC(=O)NC1C (configuration not stated) do in these assays?
ASAP1 inh: 7; UHRF1 binding: -1; PLCb3 inh: -4; PLCg1 inh: 5; ARFGAP1 inh: 1; proKLK7 act: -0.3; Tn7 DDE FP: 3; MBD2 DNA inh: 2; DDE Tn6 FP inh: 2; ADAM17 inh: 0

Results for COc1ccc(NC(=O)N[C@@H](Cc2ccccc2)C(=O)NN)cc1 ?
ASAP1 inh: 1; UHRF1 binding: -2; PLCb3 inh: -1; PLCg1 inh: -2; ARFGAP1 inh: -8; proKLK7 act: -0.2; Tn7 DDE FP: 5; MBD2 DNA inh: -3; DDE Tn6 FP inh: 4; ADAM17 inh: -1

How did COc1ccc(NC(=O)N2CCCC2C(=O)NCc2ccccc2Cl)cc1 (configuration not stated) do in these assays?
ASAP1 inh: -9; UHRF1 binding: -1; PLCb3 inh: -1; PLCg1 inh: -1; ARFGAP1 inh: -9; proKLK7 act: 0.5; Tn7 DDE FP: -4; MBD2 DNA inh: 2; DDE Tn6 FP inh: 4; ADAM17 inh: -3

What do the screens show for `CCCC(c1nnnn1CCc1ccccc1)N1CCC(C(N)=O)CC1` (configuration not stated)?
ASAP1 inh: -11; UHRF1 binding: 8; PLCb3 inh: 1; PLCg1 inh: 0; ARFGAP1 inh: -17; proKLK7 act: 0.6; Tn7 DDE FP: 8; MBD2 DNA inh: -2; DDE Tn6 FP inh: 4; ADAM17 inh: -4

Results for Cc1cccn2c(=O)c(/C=C(\C#N)C(=O)NC3CCS(=O)(=O)C3)c(N3CCC(C(N)=O)CC3)nc12 (configuration not stated) ?
ASAP1 inh: 4; UHRF1 binding: -2; PLCb3 inh: -40; PLCg1 inh: -33; ARFGAP1 inh: 10; proKLK7 act: 1.9; Tn7 DDE FP: -11; MBD2 DNA inh: 4; DDE Tn6 FP inh: 0; ADAM17 inh: -100

What do the screens show for `CCN1CCN(Cc2c(O)ccc3c2O/C(=C\C=C\c2ccccc2)C3=O)CC1`?
ASAP1 inh: 8; UHRF1 binding: -22; PLCb3 inh: -491; PLCg1 inh: -358; ARFGAP1 inh: 16; proKLK7 act: 5.4; Tn7 DDE FP: -21; MBD2 DNA inh: -12; DDE Tn6 FP inh: -7; ADAM17 inh: -17

What do the screens show for `CCOC(=O)C1C2C=CC3(CN(Cc4ccco4)C(=O)C13)O2` (configuration not stated)?
ASAP1 inh: -1; UHRF1 binding: 5; PLCb3 inh: -1; PLCg1 inh: 8; ARFGAP1 inh: 1; proKLK7 act: 0.2; Tn7 DDE FP: 5; MBD2 DNA inh: 4; DDE Tn6 FP inh: 8; ADAM17 inh: 2

How did Cc1onc(-c2ccccc2)c1C(=O)OCC(=O)N(CC(C)C)c1c(N)n(Cc2ccccc2)c(=O)[nH]c1=O do in these assays?
ASAP1 inh: 2; UHRF1 binding: 2; PLCb3 inh: 1; PLCg1 inh: 4; ARFGAP1 inh: -6; proKLK7 act: 1.0; Tn7 DDE FP: 0; MBD2 DNA inh: 5; DDE Tn6 FP inh: 3; ADAM17 inh: -3

What do the screens show for `CCOC(=O)c1c(-c2ccc(C)o2)csc1NC(=O)CN(C)CC(=O)Nc1ccc(C)cc1`?
ASAP1 inh: -6; UHRF1 binding: -1; PLCb3 inh: -5; PLCg1 inh: -3; ARFGAP1 inh: 3; proKLK7 act: 1.6; Tn7 DDE FP: -6; MBD2 DNA inh: 5; DDE Tn6 FP inh: 1; ADAM17 inh: -3

What do the screens show for `CCn1cc(C(=O)NCC(OC)OC)c(=O)c2cc(S(=O)(=O)N3CCCC3)ccc21`?
ASAP1 inh: -5; UHRF1 binding: -2; PLCb3 inh: -4; PLCg1 inh: -1; ARFGAP1 inh: -3; proKLK7 act: -0.3; Tn7 DDE FP: 2; MBD2 DNA inh: 1; DDE Tn6 FP inh: -1; ADAM17 inh: -3

Results for Cc1cccc(C)c1OCC(=O)N1CCc2ccccc2C1 ?
ASAP1 inh: -3; UHRF1 binding: -1; PLCb3 inh: -4; PLCg1 inh: 2; ARFGAP1 inh: 10; proKLK7 act: -0.1; Tn7 DDE FP: -4; MBD2 DNA inh: 3; DDE Tn6 FP inh: 4; ADAM17 inh: -2

What do the screens show for `CC1(C)CC(NC(=O)c2cc(S(=O)(=O)N3CCOCC3)c(Cl)cc2Cl)CC(C)(C)N1`?
ASAP1 inh: 7; UHRF1 binding: 3; PLCb3 inh: 0; PLCg1 inh: -4; ARFGAP1 inh: 4; proKLK7 act: 0.0; Tn7 DDE FP: -1; MBD2 DNA inh: 4; DDE Tn6 FP inh: 6; ADAM17 inh: -4

How did O=C(CCC1CC(=O)Nc2ccccc21)NCc1ccc(F)cc1 (configuration not stated) do in these assays?
ASAP1 inh: 7; UHRF1 binding: -5; PLCb3 inh: -3; PLCg1 inh: -6; ARFGAP1 inh: 8; proKLK7 act: 0.0; Tn7 DDE FP: 4; MBD2 DNA inh: 3; DDE Tn6 FP inh: 1; ADAM17 inh: 3

How did O=C(/C=C/c1ccc(S(=O)(=O)N2CCOCC2)cc1)N(CCO)Cc1ccccc1 do in these assays?
ASAP1 inh: -13; UHRF1 binding: -1; PLCb3 inh: -7; PLCg1 inh: 4; ARFGAP1 inh: -9; proKLK7 act: 0.2; Tn7 DDE FP: 4; MBD2 DNA inh: -7; DDE Tn6 FP inh: 3; ADAM17 inh: 2

What do the screens show for `Cc1cc(C)c(C(O)c2ncc(-c3ccccc3Cl)[nH]2)c(C)c1` (configuration not stated)?
ASAP1 inh: 15; UHRF1 binding: 1; PLCb3 inh: -2; PLCg1 inh: 3; ARFGAP1 inh: 1; proKLK7 act: 0.1; Tn7 DDE FP: 6; MBD2 DNA inh: 1; DDE Tn6 FP inh: 3; ADAM17 inh: -1

How did CCOc1cc(C(N)=O)cc(Cl)c1OCC do in these assays?
ASAP1 inh: 7; UHRF1 binding: -1; PLCb3 inh: -4; PLCg1 inh: 2; ARFGAP1 inh: 4; proKLK7 act: -0.4; Tn7 DDE FP: 11; MBD2 DNA inh: -3; DDE Tn6 FP inh: 4; ADAM17 inh: -2

Results for COc1ccc(-c2csc(N(Cc3ccco3)C(=O)c3cccs3)n2)cc1 ?
ASAP1 inh: -7; UHRF1 binding: -4; PLCb3 inh: -18; PLCg1 inh: -14; ARFGAP1 inh: 4; proKLK7 act: -28; Tn7 DDE FP: 5; MBD2 DNA inh: -4; DDE Tn6 FP inh: 9; ADAM17 inh: 2

Results for CCOc1ncccc1C(=O)Nc1ccc(OC)c(S(=O)(=O)N2CCOCC2)c1 ?
ASAP1 inh: -12; UHRF1 binding: 1; PLCb3 inh: -3; PLCg1 inh: 5; ARFGAP1 inh: 14; proKLK7 act: -0.7; Tn7 DDE FP: -1; MBD2 DNA inh: 3; DDE Tn6 FP inh: -2; ADAM17 inh: -5

Results for COC(=O)C(C)Sc1nc2c([nH]c3ccccc32)c(=O)n1C (configuration not stated) ?
ASAP1 inh: 5; UHRF1 binding: 1; PLCb3 inh: -2; PLCg1 inh: 2; ARFGAP1 inh: 0; proKLK7 act: -0.2; Tn7 DDE FP: -6; MBD2 DNA inh: 5; DDE Tn6 FP inh: 8; ADAM17 inh: -7

Part of the list above in order of length of the SMILES, high to low:
What do the screens show for `CCN1CCN(Cc2c(O)ccc3c2O/C(=C\C=C\c2ccccc2)C3=O)CC1`?
ASAP1 inh: 8; UHRF1 binding: -22; PLCb3 inh: -491; PLCg1 inh: -358; ARFGAP1 inh: 16; proKLK7 act: 5.4; Tn7 DDE FP: -21; MBD2 DNA inh: -12; DDE Tn6 FP inh: -7; ADAM17 inh: -17

Results for CCOc1ncccc1C(=O)Nc1ccc(OC)c(S(=O)(=O)N2CCOCC2)c1 ?
ASAP1 inh: -12; UHRF1 binding: 1; PLCb3 inh: -3; PLCg1 inh: 5; ARFGAP1 inh: 14; proKLK7 act: -0.7; Tn7 DDE FP: -1; MBD2 DNA inh: 3; DDE Tn6 FP inh: -2; ADAM17 inh: -5

What do the screens show for `Cc1cc(C)c(C(O)c2ncc(-c3ccccc3Cl)[nH]2)c(C)c1` (configuration not stated)?
ASAP1 inh: 15; UHRF1 binding: 1; PLCb3 inh: -2; PLCg1 inh: 3; ARFGAP1 inh: 1; proKLK7 act: 0.1; Tn7 DDE FP: 6; MBD2 DNA inh: 1; DDE Tn6 FP inh: 3; ADAM17 inh: -1

Results for COC(=O)C(C)Sc1nc2c([nH]c3ccccc32)c(=O)n1C (configuration not stated) ?
ASAP1 inh: 5; UHRF1 binding: 1; PLCb3 inh: -2; PLCg1 inh: 2; ARFGAP1 inh: 0; proKLK7 act: -0.2; Tn7 DDE FP: -6; MBD2 DNA inh: 5; DDE Tn6 FP inh: 8; ADAM17 inh: -7

Results for Nc1c(Br)c(=O)[nH]c(=O)n1-c1ccccc1 ?
ASAP1 inh: 3; UHRF1 binding: 0; PLCb3 inh: -2; PLCg1 inh: -2; ARFGAP1 inh: -7; proKLK7 act: -0.5; Tn7 DDE FP: -2; MBD2 DNA inh: 3; DDE Tn6 FP inh: 3; ADAM17 inh: -5
